# Screening results: PubChem BioAssay, several laboratories
# p-CIP stab down – p/CIP protein destabilization; Q05BA5; F442A p/CIP-EGFP cells, EGFP fluorescence, 16 h; decrease of EGFP signal, % at 10 µM; actives 0.01% (n = 290,000); AID 1984;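 active = EGFP signal decrease of at least 30% at 10 µM or well 3 SD below plate mean, unless failing retest; inactive = the rest, including hits failing retest or dose response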; note: some compounds called inactive have numbers as strong as hits; many of its hits are not listed in these tables
# IDE inh – cellular human IDE inhibition; actives 0.41% (n = 320,000); HEK cells, FAbetaB cleavage, fluorescence polarization; inhibition, % at 5.59 µM; P14735;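 active = percent inhibition above the average of all tested compounds plus 3 SD, set per screening campaign, cut at about 16% in these data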;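 note: IDE supplied by intact live HEK cells; FP after avidin binding of uncleaved biotin substrate so inhibition keeps polarization high; 0% = DMSO wells and 100% = 60 µM reference IDE inhibitor Ii1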
# IDE cell activ – IDE (human) activation, cell-based; activation, % at 5.96 µM; HEK cells, FAbeta-B cleavage, fluorescence polarization; 0% vehicle, 100% cell-free pure enzyme wells; AID 493087; actives 0.073% (n = 340,000);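 active = activation above the mean of all tested compounds plus 3 SD, set per screening campaign, cut at about 17% in these data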
# GalR3 antagonist – human GalR3 antagonism; actives 0.44% (n = 360,000); O60755; inhibition, % at 3 µM; HEK293 GalR3-CNG cAMP membrane potential fluorescence; galR3 body fused to GalR1 C-terminus;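 active = inhibition above the screen-wide average plus 3 SD, cut at about 13% in these data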;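 note: forskolin and galanin both at EC90 stimulate the cells; cAMP rise reported by CNG channel membrane potential dye signal; 0% = forskolin plus galanin with DMSO and 100% = forskolin alone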
# Target sequence (O60755 1-299 limits assumed): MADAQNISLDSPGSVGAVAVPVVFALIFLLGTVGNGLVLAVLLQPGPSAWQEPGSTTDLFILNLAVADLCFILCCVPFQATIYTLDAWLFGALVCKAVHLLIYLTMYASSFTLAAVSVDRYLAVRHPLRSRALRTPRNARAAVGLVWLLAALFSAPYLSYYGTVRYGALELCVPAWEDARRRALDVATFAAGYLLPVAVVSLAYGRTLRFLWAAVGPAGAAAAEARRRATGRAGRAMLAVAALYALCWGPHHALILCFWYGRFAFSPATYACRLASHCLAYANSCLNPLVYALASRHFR
# MEKK3 PB1 HTS – MEKK3-MEK5 PB1 interaction, increase or decrease; Q99759; bead-based flow cytometry, Alexa488-MEK5 binding to MEKK3; actives lie on both sides; 0 = blocked by unlabeled MEK5, 100 = vehicle; binding response (% of control), % at 10 µM; actives 1.4% (n = 290,000); AID 1529;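 active = binding response more than 3 SD above or below the average of its plate-row segment, actives on both sides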;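 note: Alexa488 bead fluorescence after subtracting the streptavidin-only scavenger bead signal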
# CRFR2-BP ag – CRF-BP/CRF-R2 complex agonism; HEK293 CRF-R2/CRF-BP, calcium dye fluorescence (FLIPR); percent of saturating CRF peptide response; activation, % at 13.2 µM; AID 588473; actives 0.46% (n = 350,000);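 active = activation of at least 50%, plus an integration ratio under a set limit after plate pattern correction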;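 note: plate controls were neutral control wells without compound for no effect and CRF at EC100 for full effect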
# CRFBP-R2 block – antagonists of CRF-binding protein/CRF-R2 receptor complex. HEK293 CRF-R2/CRF-BP, CRF-induced calcium fluorescence. inhibition, % at 11.8 µM. actives 0.59% (n = 350,000). AID 588475;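 active = inhibition of the ligand-induced calcium signal above about 50% at the single tested concentration, limit read from the data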
# M4 PAM – CHRM4 positive allosteric modulation | actives 0.4% (n = 360,000) | activation, % at 3 µM | CHO-K1 hM4/Gqi5, Fluo-8 calcium fluorescence, ACh EC20; 0% = ACh EC20, 100% = maximal ACh;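 active = activation above its plate's cutoff, the mean activation of sample wells plus 3 SD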; note: some results filed as inactive read as strong as hits
# PHOSPHO1 inh – PHOSPHO1 (human) inhibition. Q8TCT1. recombinant PHOSPHO1, absorbance phosphatase assay. inhibition, % at 13.3 µM. actives 1.1% (n = 290,000). AID 1565; in the data active = inhibition above about 60%
# Target sequence (Q8TCT1 whole entry, looked up): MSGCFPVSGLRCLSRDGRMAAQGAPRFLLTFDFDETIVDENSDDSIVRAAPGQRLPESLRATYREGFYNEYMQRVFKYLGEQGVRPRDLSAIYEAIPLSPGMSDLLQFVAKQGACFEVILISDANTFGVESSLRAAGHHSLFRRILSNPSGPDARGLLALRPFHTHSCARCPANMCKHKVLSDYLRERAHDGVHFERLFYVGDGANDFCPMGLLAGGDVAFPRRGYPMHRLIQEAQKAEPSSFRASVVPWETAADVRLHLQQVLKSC
# Numbers without * were called inactive; / = no result given.
p-CIP stab down,IDE inh,IDE cell activ,GalR3 antagonist,MEKK3 PB1 HTS,CRFR2-BP ag,CRFBP-R2 block,M4 PAM,PHOSPHO1 inh,molecule
/,0,2,-4,/,-0.9,-5,-3,/,CC1C(=O)N2CCCc3cc(NC(=O)C(=O)NCc4cccnc4)cc1c32 (configuration not stated)
-9,10,-1,-6,108,-2.5,8,7,-1,Cc1ccc([N+](=O)[O-])c(OCC(=O)OCC(=O)c2ccccc2)c1
-6,3,-3,-1,105,0.7,3,7,-7,CCOc1cc(C(=O)N2CCC(CC3CC(c4cccc(Br)c4)=NO3)(C(=O)NCC3CCCCC3)CC2)cc(OCC)c1OCC (configuration not stated)
-3,2,-2,/,101,0.8,-17,-2,31,O=C(CSc1nc2ccccc2nc1N1CCCCC1)Nc1ccc(F)cc1
13,0,9,-7,104,1.3,-12,-6,32,Cc1nn(C(C)(C)C)c(OC(=O)c2ccc(Br)o2)c1Sc1ccccc1
-10,0,1,-9,98,1.0,-13,-4,22,O=C(c1cccc(F)c1)N1CCN(C(=O)c2cc3nc(-c4ccco4)cc(C(F)(F)F)n3n2)CC1
2,-1,1,-11,98,-1.2,-10,-9,51,O=C(CN(Cc1ccc(F)cc1)C(=O)CCC(=O)Nc1nccs1)NCc1ccccc1
/,0,0,-6,/,-2.5,6,-1,/,Cc1ccc(C(=O)CCC(=O)OCC(=O)Nc2c(C)nn(-c3ccccc3)c2C)cc1
-9,0,8,5,97,-0.6,7,-2,7,CC(=O)N1c2ccc(S(=O)(=O)N3CCC(C(=O)NCc4ccc(N(C)C)cc4)CC3)cc2CC1C (configuration not stated)
-6,2,-12,-3,103,1.3,-2,5,-14,O=C(CSc1n[nH]c(-c2ccncc2)n1)NCCc1ccccc1
-7,-10,1,-4,108,-0.5,2,2,-8,O=c1cc(C(F)(F)F)nc(-c2ccccc2OC(F)(F)F)[nH]1
-24,5,5,4,92,0.6,5,-3,7,CCCCCn1c(NCc2ccco2)nc2ccccc21
2,8,-4,-5,102,-0.7,-6,0,-13,O=S1(=O)CCOCCCN1Cc1cccc(F)c1
-13,5,4,1,96,-1.4,0,2,21,COc1cccc(CN2CCNC(=O)C2CC(=O)NC2CCOCC2)c1OC (configuration not stated)
-4,5,-3,5,90,-4.3,1,5,51,C/C(=N\NC(=S)NC(C)C)c1ccc(Cl)c([N+](=O)[O-])c1

# Further entries follow:
p-CIP stab down,IDE inh,IDE cell activ,GalR3 antagonist,MEKK3 PB1 HTS,CRFR2-BP ag,CRFBP-R2 block,M4 PAM,PHOSPHO1 inh,molecule
-22,0,4,0,98,1.8,-6,-3,-1,Cc1sc(NC(=O)Cn2[nH]c(=O)c3ccccc3c2=O)nc1-c1ccccc1
/,6,/,-7,/,-4.5,0,0,/,Cc1ccc(S(=O)(=O)NC(C)C(=O)NCc2ccc(Cl)cc2)cc1 (configuration not stated)
-1,-3,/,-8,103,3.5,4,0,-6,COc1ccc(C(C)=O)cc1COc1ccc(Cl)cc1Cl
0,6,-2,3,100,12,-37,2,-6,BrC(=C\c1ccccc1)/C=N/N1CCN(c2ccccn2)CC1
-16,4,-1,-1,99,-0.9,-1,-2,32,CC(C)CNC(=O)CN1C(=O)NC2(CCc3ccccc32)C1=O (configuration not stated)
-9,-1,1,-5,101,0.1,0,2,32,Clc1ccc(CN2CCN(/N=C/c3ccco3)CC2)cc1
-1,7,-2,3,103,2.7,5,9,-11,COc1cccc(NC(=O)CS(=O)(=O)c2cn(CC(=O)N3CCOCC3)c3ccccc23)c1
-7,5,4,-1,106,1.3,32,4,35,CCOc1ccc2c(=O)c(Oc3ccccc3OCC)coc2c1
-9,/,3,0,101,2.2,-14,7,12,Nc1nonc1-n1nnc(C(=O)N/N=C/c2cccc(O)c2)c1CN1CCCC1
-11,2,6,-3,99,-2.8,-9,7,44,O=C1CN(c2nc3nonc3nc2N2CCCCC2)CCN1
8,-2,6,-2,111,0.2,-28,-4,-27,Cc1ccc(NC(=O)CSc2ccccc2NC(=O)c2ccccc2Cl)cc1Cl
-10,8,-1,-3,100,40,41,3,11,N#C/C(=C(/O)COc1ccccc1)c1nc2ccccc2s1
-23,4,1,2,84,0.7,6,10,6,COc1ccc(N2C(=O)C3CCCN3C2c2ccccc2)cc1 (configuration not stated)
6,-3,/,-6,98,-1.7,9,-7,-5,Cc1ccc2cc(NC(=O)Cc3ccccc3)ccc2n1
-4,-5,1,-1,98,-0.3,11,-4,16,C#CCOC(=O)CCCNc1ccc([N+](=O)[O-])cc1[N+](=O)[O-]

# Molecules shown so far that contain fluorine (5):
p-CIP stab down,IDE inh,IDE cell activ,GalR3 antagonist,MEKK3 PB1 HTS,CRFR2-BP ag,CRFBP-R2 block,M4 PAM,PHOSPHO1 inh,molecule
-3,2,-2,/,101,0.8,-17,-2,31,O=C(CSc1nc2ccccc2nc1N1CCCCC1)Nc1ccc(F)cc1
-10,0,1,-9,98,1.0,-13,-4,22,O=C(c1cccc(F)c1)N1CCN(C(=O)c2cc3nc(-c4ccco4)cc(C(F)(F)F)n3n2)CC1
2,-1,1,-11,98,-1.2,-10,-9,51,O=C(CN(Cc1ccc(F)cc1)C(=O)CCC(=O)Nc1nccs1)NCc1ccccc1
-7,-10,1,-4,108,-0.5,2,2,-8,O=c1cc(C(F)(F)F)nc(-c2ccccc2OC(F)(F)F)[nH]1
2,8,-4,-5,102,-0.7,-6,0,-13,O=S1(=O)CCOCCCN1Cc1cccc(F)c1

# Additional entries:
p-CIP stab down,IDE inh,IDE cell activ,GalR3 antagonist,MEKK3 PB1 HTS,CRFR2-BP ag,CRFBP-R2 block,M4 PAM,PHOSPHO1 inh,molecule
4,4,8,0,99,0.2,20,-1,2,N/C(=N\OC(=O)CCCc1ccccc1)c1ccccn1
-13,-1,9,-4,104,-1.5,-6,-3,15,C/C(O)=C\c1nc2ccccc2oc1=O
-7,-1,/,-2,100,4.4,4,-1,-6,CNC(=O)NNC(=O)c1nc(-c2ccccc2)c(C)o1
3,-6,1,1,101,2.6,-16,-1,-14,CCc1ccc(OCc2nnc(NC(=O)c3cccs3)s2)cc1
/,0,2,-7,/,0.2,-1,5,/,O=C(OCC(=O)N1CCN(c2ccccc2)CC1)c1ccncc1
-4,-1,0,-7,98,0.5,22,-3,14,Cc1nc(-c2cccc(S(=O)(=O)N3CCOCC3)c2)cs1
-2,8,-4,-7,106,-1.1,20,-3,6,NC(=O)NC(=O)CSc1nc2sc(-c3ccccc3)cc2c(=O)n1-c1ccccc1
-17,0,0,-4,102,0.5,-20,-17,3,COC(=O)CN1C(=O)Nc2ccc(Br)cc2C1c1ccccc1 (configuration not stated)
-15,3,1,-9,100,0.1,1,1,-1,CCOc1ccc(C(=O)Nc2ncn[nH]2)cc1
-15,-2,-2,1,103,9.2,20,5,20,CC(=O)N1CCC(C(=O)N2CCN(S(=O)(=O)c3ccc(Cl)s3)CC2)CC1
-9,1,3,-7,103,-2.8,8,0,46,CCC(C)(C)NC(=O)C(c1cccnc1)N(C(=O)c1csnn1)c1ccc(C)cc1 (configuration not stated)
-11,2,4,-1,108,1.1,14,4,9,O=C(CN1CCN(Cc2ccccc2)C1=O)NCCCN1CCOCC1
4,-1,3,-2,94,0.6,-7,-3,21,CCOC(=O)c1nnn(CC(=O)Nc2cc(Cl)ccc2C)c1C(=O)OCC
1,9,3,-1,98,0.0,1,6,6,CCC(C)[C@H]1CNC(=O)C(=O)N1CCCc1cc(OC)c(OC)c(OC)c1 (some centres not stated)
-6,5,-2,2,/,0.4,19,1,2,CCC(C)(C)C1CCC(=NNC(=O)c2ccoc2C)CC1 (configuration not stated)

# Two records drawn at random from the list so far, as already listed:
p-CIP stab down,IDE inh,IDE cell activ,GalR3 antagonist,MEKK3 PB1 HTS,CRFR2-BP ag,CRFBP-R2 block,M4 PAM,PHOSPHO1 inh,molecule
-17,0,0,-4,102,0.5,-20,-17,3,COC(=O)CN1C(=O)Nc2ccc(Br)cc2C1c1ccccc1 (configuration not stated)
-15,-2,-2,1,103,9.2,20,5,20,CC(=O)N1CCC(C(=O)N2CCN(S(=O)(=O)c3ccc(Cl)s3)CC2)CC1

# Additional results:
p-CIP stab down,IDE inh,IDE cell activ,GalR3 antagonist,MEKK3 PB1 HTS,CRFR2-BP ag,CRFBP-R2 block,M4 PAM,PHOSPHO1 inh,molecule
-9,7,-1,10,109,5.1,14,19,-26,Cc1ccc(C(=O)NCCc2nnc3ccc(SCC(=O)Nc4ccccc4C)nn23)cc1
-7,3,2,-2,103,1.9,2,9,37,O=C(c1nc2ccccn2c1CNCCCn1ncc2ccccc21)N1CCOCC1
5,2,9,4,112,-0.4,-1,5,21,O=C(O)CCc1ccc(-c2ccccc2)n1NC(=O)c1cccs1
-9,1,0,1,97,-1.2,15,1,-3,COC(=O)C1CCN(C(=O)CCCOc2ccccc2)CC1
-8,/,-4,-5,99,-0.6,-1,1,15,O=C(Nc1ccc(N2CCOCC2)c(Cl)c1)c1ccc([N+](=O)[O-])o1
-18,0,1,-12,108,-1.6,9,-1,28,C=COCCCNc1ncnc2sc(-c3ccccc3)cc12
9,6,0,-2,77,-2.3,-4,10,-12,COc1ccc(-c2nn(-c3ccccc3)cc2CNCCN2CCOC2=O)c(F)c1
-2,-7,0,-3,98,-5.1,15,6,8,Cc1ccccc1NC(=O)CCCCC(=O)Nc1ccccc1C
-3,1,-2,3,104,-1.8,9,7,-19,CCn1cc(C(=O)NC(=S)Nc2sc3c(c2C(=O)OC)CCCCCC3)cn1
3,0,-2,1,102,-1.0,-2,2,/,O=C(Cc1ccc(Cl)cc1)NC1CCS(=O)(=O)C1 (configuration not stated)
-9,3,0,-5,97,2.5,-7,13,24,CC(=O)NNc1ncnc2c1cnn2-c1ccccc1
/,1,4,-1,/,-0.3,-16,12,/,COc1ccc2c(c1)OC[C@H]1[C@H]2N2C(=O)CN(CC3CCCO3)C(=O)[C@@]2(C)[C@H]1c1ccccc1 (some centres not stated)
7,5,-7,-8,99,-1.0,22,4,-3,CC1CCc2c(sc3[nH]c(=S)n(C)c(=O)c23)C1 (configuration not stated)
3,3,-4,-8,97,-2.3,-6,4,-11,Cc1ccc(CNC(=O)CS(=O)Cc2nc(-c3ccccc3Cl)oc2C)cc1 (configuration not stated)
4,3,2,-10,98,5.7,-48,3,-8,O=C(CN(C(=O)CNC(=O)c1ccco1)c1ccccc1F)NC1CCCCC1
